OXTR potentiator: potentiators of human oxytocin receptor; P30559; CHO-OTR cells, Fluo-8 calcium fluorescence, potentiator mode; 0% = oxytocin EC15, 100% = EC100; activation, % at 3 µM; 320,000 tested, 0.061% active; AID 2445;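 active = activation above that plate's cutoff, the mean activation of tested compounds plus 3 SD, cut at about 6.6% in these data, passing the limit was not always enough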;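 note: 100% uses oxytocin at 75 nM as the full agonist control; some results filed as inactive read as strong as hits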
Target sequence (P30559 whole entry, looked up): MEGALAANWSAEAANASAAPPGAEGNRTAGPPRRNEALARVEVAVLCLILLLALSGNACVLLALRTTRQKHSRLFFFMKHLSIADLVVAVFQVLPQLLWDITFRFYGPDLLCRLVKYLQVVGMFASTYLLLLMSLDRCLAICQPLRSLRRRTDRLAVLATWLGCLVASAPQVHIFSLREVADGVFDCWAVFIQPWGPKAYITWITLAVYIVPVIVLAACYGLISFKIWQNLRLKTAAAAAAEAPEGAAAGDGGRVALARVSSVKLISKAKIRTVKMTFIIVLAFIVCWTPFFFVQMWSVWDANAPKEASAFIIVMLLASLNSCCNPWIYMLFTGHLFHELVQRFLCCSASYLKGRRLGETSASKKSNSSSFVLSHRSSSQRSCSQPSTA
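Assay system: CHO-OTR cells, human receptor / Also added: oxytocin at about EC15, sub-maximal agonist stimulus / Dosing: single dose, 3.0 µM nominal final compound concentration / Incubation: 6 min pre-incubation, 100 s read / Technique: Fluo-8 calcium dye fluorescence / Read-out: % activation vs EC15 and EC100 oxytocin / Benchmarks: EC15 oxytocin low, 75 nM oxytocin high / Replicates: singlicate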
MEKK2wt PB1 HTS: raises or lowers MEK5 binding to wildtype human MEKK2 PB1 domain | Q9Y2U5 | bead flow cytometry, Alexa488-MEK5 binding to MEKK2 WT; actives lie on both sides | binding response (% of control), % at 10 µM | 290,000 tested, 1.1% active | AID 1531; in the data active = binding response below about 67% or above about 130%
OXTR ag: human OXTR agonism; CHO-OTR cells, Fluo-8 calcium fluorescence; normalized: DMSO 0%, oxytocin 100%; activation, % at 3 µM; 320,000 tested, 0.32% active; AID 2435;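 active = activation above the mean of all tested compounds plus 3 SD, cutoff set per screening run, cut at about 20% in these data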;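 note: peak over basal fluorescence ratio from a 100 s FLIPR kinetic read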
GalR3 antag: antagonists of human GalR3; O60755; HEK293 GalR3-CNG cAMP membrane potential fluorescence; galR3 body fused to GalR1 C-terminus; inhibition, % at 3 µM; 360,000 tested, 0.44% active; AID 651719;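 active = inhibition above the screen-wide average plus 3 SD, cut at about 13% in these data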;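 note: forskolin and galanin both at EC90 stimulate the cells; cAMP rise reported by CNG channel membrane potential dye signal; 0% = forskolin plus galanin with DMSO and 100% = forskolin alone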
NALP1 inh: inhibitors of NALP1 inflammasome in yeast; S. cerevisiae NALP1/ASC/caspase-1 growth, X-gal OD620, 72 h; inhibition, % at 10 µM; 280,000 tested, 0.61% active; in the data active = inhibition mostly above about 24%, no sharp cut-off; inactive = mostly below about 32%; note: some compounds called inactive have numbers as strong as hits
V1R ag counter: activates human V1a receptor in oxytocin agonist counter-screen; 320,000 tested, 0.25% active; AID 2797; P37288; CHO-V1R cells, Fluo-8 calcium fluorescence, agonist mode; 0% DMSO, 100% 3 nM vasopressin; activation, % at 3 µM;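 active = activation above the mean activation of all tested compounds plus 3 SD, per screening run, cut at about 20% in these data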;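 note: signal is peak over basal fluorescence ratio across a 100 second FLIPR read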
Target sequence (P37288 whole entry, looked up): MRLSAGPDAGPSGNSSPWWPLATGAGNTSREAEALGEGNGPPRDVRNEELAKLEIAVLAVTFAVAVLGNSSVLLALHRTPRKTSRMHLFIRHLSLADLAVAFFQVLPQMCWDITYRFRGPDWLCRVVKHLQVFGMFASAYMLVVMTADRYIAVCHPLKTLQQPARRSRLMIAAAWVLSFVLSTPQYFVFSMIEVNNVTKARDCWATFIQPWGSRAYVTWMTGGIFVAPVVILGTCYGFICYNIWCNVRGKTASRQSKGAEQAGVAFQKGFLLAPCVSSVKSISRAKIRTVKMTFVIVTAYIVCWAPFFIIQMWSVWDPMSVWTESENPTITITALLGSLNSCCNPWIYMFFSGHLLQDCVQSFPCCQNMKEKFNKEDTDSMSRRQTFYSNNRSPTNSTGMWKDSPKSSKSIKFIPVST
GPR7 antag: blocks human GPR7 receptor signaling | 290,000 tested, 1.1% active | inhibition, % at 4.4 µM | GPR7-expressing cells, fluorescence antagonist assay | AID 1861 | P48145; in the data active = inhibition above about 16%, passing the limit was not always enough;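 note: cells stimulated with the agonist NPW; 0% = agonist with vehicle and 100% = vehicle without agonist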
MEKK2 mut-MEK5: signal of MEK5 binding to mutant human MEKK2 PB1 domain. 290,000 tested, 0.35% active. percent response, % at 10 µM. AID 1530. bead flow cytometry, Alexa488-MEK5 binding to MEKK2 mutant; in the data active = percent response above about 24%, passing the limit was not always enough; note: inactives centre near 1; some results filed as inactive read as strong as hits; reference of the scale not given here
M18AAP inhibitor: blocks P. falciparum M18 aspartyl aminopeptidase; 290,000 tested, 1.2% active; AID 1822; inhibition, % at 7.35 µM; recombinant PfM18AAP, H-Glu-NHMec fluorogenic cleavage;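 active = inhibition above the campaign mean inhibition over all tested compounds plus 3 SD, cut at about 28% in these data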;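 note: 0% = plate median of test compound wells and 100% = 2 mM ZnCl2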
Starred values were filed as active, the others as inactive; · = no result given.

The line under a structure holds: OXTR potentiator	MEKK2wt PB1 HTS	OXTR ag	GalR3 antag	NALP1 inh	V1R ag counter	GPR7 antag	MEKK2 mut-MEK5	M18AAP inhibitor
> CSc1nn(-c2ccc(C(=O)OC(C(=O)NC(N)=O)C(C)C)cc2)c(=S)s1 (configuration not stated)
  -6.2	94.0	-0.6	-3.6	38.3*	0.2	8.2	-3.0	-9.1
> Clc1ccc2oc(-c3cccnc3)nc2c1
  -3.5	100.0	1.2	-4.2	2.6	1.4	-4.6	-1.0	-3.4
> O=C(COC(=O)C1CCN(S(=O)(=O)c2cccs2)CC1)c1ccc2c(c1)OCCO2
  -8.5	100.0	5.0	-1.0	13.6	2.2	8.8	0.0	-3.4
> CCOC(=O)c1c(NC(=O)CN2C(=O)NC3(CCCCC3C)C2=O)sc(C)c1CC (configuration not stated)
  -9.6	·	-1.4	-2.1	·	-1.5	·	·	·
> COc1ccccc1C1CC(=O)NC(C)=C1C(=O)OCC1CCCO1 (configuration not stated)
  -20.6	104.0	-1.5	-3.0	0.4	-1.0	-6.1	17.0	-1.8
> CCCC(=O)C1=C(O)C(C(=O)OC)C(C)(C)CC1=NCCc1ccc(OC)c(OC)c1 (configuration not stated)
  -6.0	83.0	-0.7	-4.8	12.2	3.1	-0.6	-7.0	2.9
> CC(Nc1oc(-c2ccco2)nc1C#N)c1ccccc1 (configuration not stated)
  0.0	102.0	-2.0	-6.8	28.5	-0.6	-16.4	-1.0	0.6
> c1cnc(N2CCSCC2)nc1
  -5.4	107.0	-0.1	-4.7	14.3	0.7	-5.9	7.0	-1.4
> O=C(Nc1ccccc1)OCCOc1ccccc1Br
  ·	102.0	·	-2.1	18.7	·	-10.7	-2.0	0.6
> COc1ccccc1C(=O)NCCn1cc(SCC(=O)NCc2ccco2)c2ccccc21
  -6.9	101.0	3.1	-8.1	6.7	3.0	5.4	4.0	-2.2
> COc1ccc2c(COC(=O)CNS(=O)(=O)c3ccc(C)c(C)c3)cc(=O)oc2c1
  -11.9	·	1.5	-6.2	·	2.3	·	·	·
> CS(=O)(=O)N(CC(=O)N1CCN(c2ccccc2)CC1)c1cc(C(F)(F)F)ccc1Cl
  -5.1	97.0	2.5	-6.8	0.7	1.9	5.9	-4.0	-1.8
> Cc1ccc(-c2cc(C(=O)N(C)Cc3cnn(C)c3C)c3cc(Br)ccc3n2)cc1
  -5.1	121.0	1.2	-3.0	30.8	0.9	-17.1	16.0	2.4
> COc1ccccc1C(=O)O/N=C1/CCCc2c1ccc(OC)c2[N+](=O)[O-]
  -21.0	109.0	-2.6	-1.9	-3.1	0.0	-14.9	5.0	8.4
> Cc1cc(NC(=O)/C(C#N)=C/c2ccco2)n(-c2ccccc2)n1
  -10.3	104.0	-0.1	4.3	19.0	0.9	-8.1	18.0	-18.4
> CC(=O)Oc1ccc(-c2ccc(C(=O)NCCc3ccc(S(N)(=O)=O)cc3)cc2)cc1
  -3.9	95.0	1.2	-6.2	20.8	0.7	-10.3	3.0	-3.5
> FC(F)(F)c1cc(-c2cccs2)nc2cc(-c3ccccc3)nn12
  -8.6	99.0	-0.3	2.3	16.8	-0.6	-5.0	0.0	-0.8
> CCN(CC)C(=O)Cn1cc(C(=O)C(=O)N2CCc3ccccc32)c2ccccc21
  -25.9	95.0	-2.1	-2.0	24.8	1.1	-4.7	-2.0	-12.4
> Cc1ccc(O)c(CNc2nc3ccccc3n2C)c1
  -6.7	97.0	6.5	-1.7	18.8	7.0	1.7	-2.0	5.3
> COc1cc2c(cc1NC(=O)CSc1nc3ccc(C)cc3[nH]1)oc1ccccc12
  -0.9	99.0	0.2	·	8.6	1.2	-12.2	0.0	0.9
> COc1ccc2oc(C)c(C(=O)c3ccc(C)cc3)c2c1
  ·	100.0	·	2.4	7.6	·	-11.2	3.0	2.5
> CCOC(=O)c1c(C)[nH]c(C)c1C(=O)CSc1nc2ccccc2c(=O)n1-c1ccc(Cl)cc1
  -6.0	101.0	-0.4	1.7	14.6	1.2	-13.0	-2.0	2.3
> C#CCNC(=O)C1=C[C@@H](c2csc3ccccc23)C[C@@H](OCc2ccc(CO)cc2)O1
  -22.2	104.0	1.8	-4.1	1.3	4.2	6.4	2.0	3.2
> COc1ccc(OCc2cc(C(=O)N3C[C@@H](C)O[C@@H](C)C3)no2)c(Cl)c1
  -4.1	99.0	2.4	-2.0	10.0	5.3	-11.4	1.0	-5.9
> Cc1c(NC(=O)C(C)N2C(=O)C3CCCCC3C2=O)c(=O)n(-c2ccccc2)n1C (configuration not stated)
  -3.4	102.0	1.0	-4.0	-3.8	0.7	-4.7	1.0	4.5
> CCCCCn1c(CCCNC(=O)CC)nc2ccccc21
  -3.1	103.0	-0.7	·	12.2	2.4	-0.9	8.0	1.6
> CSc1nnc([C@@H](NC(=O)OC(C)(C)C)C(C)C)o1
  -0.1	108.0	-0.2	-3.2	13.4	-0.5	-9.0	4.0	7.1
> COC(=O)c1ccc2[nH]c(C)cc(=O)c2c1
  -0.3	104.0	0.2	-4.3	17.3	-0.1	0.6	0.0	5.4
> CN(C)c1ccc(/C=C(\C#N)C(=O)c2ccccc2)cc1
  -24.2	89.0	80.0*	-12.6	36.6*	53.3*	28.6*	-2.0	0.5
> Cc1ccc(-c2ccc(/C=N\NC(=O)c3cc4c(ccc5ccccc54)o3)o2)cc1[N+](=O)[O-]
  -8.4	·	-0.3	3.1	15.5	1.6	-9.5	·	5.8
> COc1ccc(C2=NC(=O)NC2c2ccc(OC)cc2)cc1 (configuration not stated)
  -2.7	102.0	0.5	-4.2	10.7	-0.3	-1.3	-5.0	5.3
> CNc1ccccc1NC(=O)C1CCCN1C(=O)OCc1ccccc1 (configuration not stated)
  -5.4	103.0	-1.0	-6.7	22.3	-0.2	8.8	0.0	11.3
> CCCCCOC(=O)C1=C(C)N(C)C(=O)NC1c1cc(Br)c(O)c(OC)c1 (configuration not stated)
  -12.8	94.0	0.7	5.8	-6.0	0.6	-18.1	0.0	6.5
> COc1ccc(S(=O)(=O)N2CCOCC2)cc1NC(=O)CSc1nc(C)c(C)c(C)n1
  0.6	·	0.8	-5.4	·	1.2	·	·	·
> COc1ccc(S(=O)(=O)NC2CCCC2)cc1Br
  -3.8	103.0	1.6	-5.4	2.1	4.7	9.6	4.0	0.7
> O=c1c2c([N+](=O)[O-])cc([N+](=O)[O-])cc2sn1Cc1ccccc1
  -4.6	102.0	-0.8	-7.0	14.7	2.0	4.5	2.0	79.0*
> CC/C(=N\NC(=O)c1c(-c2ccccc2)noc1C)c1ccc(C)o1
  -7.6	98.0	-1.1	-10.5	6.7	0.1	9.1	-3.0	-2.6
> FC(F)(F)COc1nc(OCC(F)(F)F)nc(N2CCN(c3ccccc3)CC2)n1
  -7.4	104.0	-1.8	-2.1	15.4	0.9	-8.0	4.0	-3.4
> Clc1cccc(-c2cc3nc4c(c(N5CCOCC5)n3n2)CCCC4)c1
  -8.2	95.0	-1.6	-1.8	15.7	-0.5	-13.0	-7.0	-0.8
> Cc1[nH]c2ccccc2c1-c1nc(N)sc1C
  -6.4	103.0	-1.0	-5.3	15.3	0.8	-10.4	3.0	0.1
> Cc1nc2ncnn2c(N2CCCC(C(=O)Nc3ccc4c(c3)CCC4)C2)c1C (configuration not stated)
  -2.9	101.0	2.6	-7.4	17.6	3.8	-0.9	3.0	3.0
> O=C(Nc1cc2c3c(c1)CC(=O)N3CCC2)c1ccccc1Br
  1.0	·	-0.1	-3.8	·	-0.6	·	·	·
> COc1ccc(-c2nn(-c3ccccc3)cc2/C=N/NC(=O)c2ccc3c(c2)OCO3)cc1
  -10.0	·	-0.6	·	10.4	1.0	-3.2	·	5.7
> O=C(OCC(=O)N1CCCC1=O)c1ccc(F)c(S(=O)(=O)N2CCOCC2)c1
  -13.8	95.0	0.1	-2.6	9.6	-0.4	16.4	-8.0	7.4
> COc1ccc(Nc2oc(-c3ccc(F)cc3)nc2C#N)cc1
  1.2	97.0	-0.7	-3.5	22.4	0.3	-14.3	6.0	-4.2

Individual results from above:
For OXTR potentiator, `COc1ccc(S(=O)(=O)N2CCOCC2)cc1NC(=O)CSc1nc(C)c(C)c(C)n1` is entered as 0.6
For OXTR potentiator, `COc1ccc(Nc2oc(-c3ccc(F)cc3)nc2C#N)cc1` is entered as 1.2

Next part:
The line under a structure holds: OXTR potentiator	MEKK2wt PB1 HTS	OXTR ag	GalR3 antag	NALP1 inh	V1R ag counter	GPR7 antag	MEKK2 mut-MEK5	M18AAP inhibitor
> O=C(NC1CCCCCC1)c1ccc(OCC2CCCO2)cc1 (configuration not stated)
  -9.7	99.0	-0.3	-2.7	-16.7	0.6	-14.2	-1.0	3.6
> CCn1c(SCC(=O)C(C)(C)C)nnc1-c1cnccn1
  -3.7	103.0	1.4	-5.0	-19.7	-0.1	-10.5	7.0	0.7
> CCOC(=O)C1CCN(S(=O)(=O)c2c(C(=O)N3CCCCC3)c(C)n(C)c2C)CC1
  4.5	104.0	0.2	-7.0	9.2	1.0	-19.1	3.0	-2.1
> COC(=O)c1scc2c(=O)cc(C(F)(F)F)[nH]c12
  -1.3	95.0	0.5	-1.0	-16.5	1.6	-7.9	-11.0	-4.5
> COc1ccc(N2CCN(C(=O)Cn3cnc4c(cnn4-c4ccc(C)cc4)c3=O)CC2)cc1
  1.0	116.0	2.1	-3.5	-0.3	1.0	-13.7	1.0	1.0
> Cc1ccc(S(=O)(=O)N2CCOCC2)cc1C(=O)NC1CCCC1
  3.7	105.0	1.6	-1.1	-4.9	0.1	-4.3	5.0	3.8
> Cc1cc(=O)oc2cc(OCC(=O)OCC(=O)Nc3ccccc3F)ccc12
  -28.4	95.0	8.6	-3.9	22.1	10.6	-5.5	-1.0	-0.8
> NC(=O)CSc1nccn1Cc1ccc2c(c1)OCO2
  -24.7	85.0	0.3	4.8	7.4	-0.2	-3.9	-12.0	-1.1
> O=C(O)C1CCCN1S(=O)(=O)c1ccc(Cl)c(Cl)c1 (configuration not stated)
  1.1	98.0	-0.2	-9.5	28.6	-0.8	-3.3	1.0	-9.0
> Cc1ccc(N(CC(=O)NCCc2ccccc2)C(=O)c2csnn2)cc1
  -1.1	99.0	-0.1	-6.9	11.6	1.3	3.3	3.0	1.4
> O=C(/C=C/c1ccccc1Cl)NNC(=O)c1cccs1
  -8.8	95.0	0.4	-4.6	7.8	0.2	-2.1	-3.0	-0.5
> O=C(c1ccccc1)c1ccccc1N/C=C/c1nnnn1-c1ccccc1
  -13.1	106.0	-0.1	3.7	14.9	0.9	-3.5	2.0	-3.2
> CCc1ccc2oc(C(=O)Nc3nonc3CC)c(C)c2c1
  -10.5	100.0	-1.5	4.2	18.0	0.8	-28.2	0.0	0.3
> COc1ccc(/C=C2\SC(=O)N(CCNC(=O)C3CC(=O)N(c4ccccc4)C3)C2=O)cc1 (configuration not stated)
  -11.3	101.0	2.2	-6.2	11.6	2.6	-4.0	5.0	-6.5
> COc1ccc(CCNC(=S)Nc2ccc(OC)cc2)cc1
  -3.0	102.0	-1.7	-2.5	33.6	-0.3	-4.9	0.0	-1.4

Compound activity from PubChem BioAssay.
